Compound activity: PubChem, several laboratories
VHR inh abs: blocks human VHR1 dual specificity phosphatase | recombinant VHR phosphatase, pNPP absorbance | inhibition, % at 13.3 µM | actives 0.52% (n = 290,000) | AID 1654; in the data active = inhibition above about 50%; note: some compounds called inactive have numbers as strong as hits
Target sequence (P51452 whole entry, looked up): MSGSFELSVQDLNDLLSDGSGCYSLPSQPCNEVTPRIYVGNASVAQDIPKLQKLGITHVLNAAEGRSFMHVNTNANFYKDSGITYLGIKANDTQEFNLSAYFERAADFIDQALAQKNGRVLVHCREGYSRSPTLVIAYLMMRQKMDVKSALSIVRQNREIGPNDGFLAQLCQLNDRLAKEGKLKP
SARS 3CLpro inh: SARS-CoV 3CLpro protease inhibition | P0C6X7 | recombinant SARS-CoV 3CLpro, quenched FRET peptide cleavage | actives 0.14% (n = 290,000) | inhibition, % at 6 µM; in the data active = inhibition above about 12%
MazEF act: activators of E. coli MazEF toxin-antitoxin RNase. P0AE70. FAM/BHQ RNA-DNA oligo cleavage fluorescence, 5 h. activation, % at 20 µM. actives 0.32% (n = 350,000). AID 504720; in the data active = activation above about 50%
Target sequence (P0AE70 whole entry, looked up): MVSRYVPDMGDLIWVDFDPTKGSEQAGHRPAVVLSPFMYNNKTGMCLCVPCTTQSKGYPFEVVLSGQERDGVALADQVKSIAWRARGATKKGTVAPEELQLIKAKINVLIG
Anthrax LF inh2: anthrax lethal factor protease inhibition; P15917; multiplex microsphere protease cleavage assay, LF; inhibition, % at 10 µM; actives 0.12% (n = 360,000); AID 588501; in the data active = inhibition above about 30%; note: plate controls were buffer without enzyme for full effect and enzyme alone for no effect
PfHsp40 rescue: restores yeast growth despite PfHsp40 toxicity | S. cerevisiae expressing PfHsp40, growth rescue, ATP luminescence | actives 0.68% (n = 340,000) | growth rescue, % at 12.5 µM; in the data active = growth rescue above about 28%, passing the limit was not always enough;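 note: yeast W303a lacking pdr1 and pdr3 grown in galactose medium; growth measured after three days at 30 °C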
Yp Topo-I inh: Y. pestis Topo-I inhibition via cleavage products | activity, % at 10 µM | actives 0.064% (n = 360,000) | Y. pestis Topo-I cleavage product accumulation, plate reader | AID 504884; in the data active = activity above about 50%, passing the limit was not always enough; note: inactives centre near 2
Rv3671c protease: inhibits the M. tuberculosis serine protease Rv3671c; inhibition, % at 5.96 µM; actives 0.048% (n = 320,000); P9WHR9; AID 2606; in the data active = inhibition above about 38%;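 note: extracellular domain of Rv3671c used as enzyme; 0% = enzyme with DMSO and 100% = no enzyme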
Target sequence (P9WHR9 whole entry, looked up, the tested form may be a part): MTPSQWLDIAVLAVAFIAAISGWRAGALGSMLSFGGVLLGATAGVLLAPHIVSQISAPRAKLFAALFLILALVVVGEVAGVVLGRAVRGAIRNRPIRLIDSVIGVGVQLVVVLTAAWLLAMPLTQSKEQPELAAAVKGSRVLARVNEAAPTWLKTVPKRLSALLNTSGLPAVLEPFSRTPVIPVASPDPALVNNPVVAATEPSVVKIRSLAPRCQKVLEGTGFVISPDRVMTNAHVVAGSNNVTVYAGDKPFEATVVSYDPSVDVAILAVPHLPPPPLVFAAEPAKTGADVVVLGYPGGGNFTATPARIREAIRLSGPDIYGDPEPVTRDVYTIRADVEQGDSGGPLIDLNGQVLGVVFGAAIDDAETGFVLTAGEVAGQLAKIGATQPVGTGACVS
PriA SSB inh: blocks PriA binding to SSB C-terminal tail; AlphaScreen SSBct-PriA binding, biotinylated peptide; inhibition, % at 33 µM; actives 0.6% (n = 430,000); AID 1272365; in the data active = inhibition mostly above about 37%, no sharp cut-off; inactive = mostly below about 20%;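 note: plate controls were negative control peptide for no effect and reference peptide for full effect; strong numbers were not always called active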
TcdB inh: inhibitors of Clostridioides difficile toxin B glycohydrolase; inhibition, % at 9.99 µM; actives 0.24% (n = 350,000); TcdB glycohydrolase enzymatic assay, plate reader; in the data active = inhibition above about 10%
Vc quorum ag: inducers of Vibrio cholerae quorum light production without autoinducers; V. cholerae BH1578 lux reporter, luminescence, 6 h; activation, % at 18.7 µM; actives 0.16% (n = 350,000); in the data active = activation mostly above about 9.7%, no sharp cut-off; note: not every result past the cut was called active; inactives centre near 0; reference of the scale not given here
Numbers without * were called inactive; i = inactive; · = no result given.

1. Cc1ccc(-n2nnnc2SCC(=O)Nc2ccc3c(c2)OCCO3)cc1C
2. CCCCN=C[C@]12CCC(O)CC1(O)CCC1[C@@H]2CC[C@]2(C)[C@H](C3C=CC(=O)O3)CCC12O (stereo not given in full)
3. O=C(Nc1ccncc1)Nc1ccncc1
4. C=CCOc1cccc(C2/C(=C(\O)c3ccc4c(c3)OCCO4)C(=O)C(=O)N2CCN2CCOCC2)c1 (stereo not given)
5. CC1CCCC(C)N1C(=O)C1CC(c2ccc(F)cc2)=NO1 (stereo not given)

assay / entry,1,2,3,4,5
VHR inh abs,-4,-6,-7,6,31
SARS 3CLpro inh,-2,-3,0,2,1
MazEF act,12,-9,5,6,6
Anthrax LF inh2,-4,3,-5,-1,0
PfHsp40 rescue,-0.8,0.7,-0.7,0.0,0.5
Yp Topo-I inh,3,-3,1,-5,11
Rv3671c protease,-17,-3,-2,0,6
PriA SSB inh,-4,66*,4,·,-9
TcdB inh,·,0.9,0.5,0.7,·
Vc quorum ag,-3.1,i,-0.5,-0.1,-0.2

6. Cc1ccccc1-c1nc(CS(=O)(=O)CC(=O)NCCCN2C(C)CCCC2C)c(C)o1 (stereo not given)
7. CN(C)c1ccc(C2Nc3ccccc3C(=O)N2CCCN2CCOCC2)cc1 (stereo not given)
8. CC1CC1C(=O)N(C)CC(=O)Nc1ccccc1Br (stereo not given)
9. O=C(/C=C/c1ccc(Cl)cc1)NC1CCS(=O)(=O)C1 (stereo not given)
10. COc1ccc(NC(=O)c2cc(-c3cc(C)cc(F)c3)n[nH]2)cc1OC

assay / entry,6,7,8,9,10
VHR inh abs,15,13,·,27,·
SARS 3CLpro inh,1,-1,·,-3,·
MazEF act,10,2,4,9,·
Anthrax LF inh2,-8,-5,-2,1,-4
PfHsp40 rescue,1.4,1.3,-0.8,0.7,·
Yp Topo-I inh,6,-4,14,9,-2
Rv3671c protease,-5,3,14,15,·
PriA SSB inh,2,-8,-8,-12,·
TcdB inh,1.6,-15,0.7,-0.8,0.3
Vc quorum ag,-0.4,-0.3,i,6.6,0.4

11. Cc1ccccc1OCc1nc2ccccc2c(=O)n1NC(=O)c1ccco1
12. Cc1ccc(C(=O)CNc2ccc(Cl)cc2)cc1
13. COc1ccccc1/C=C1\SC(=S)N(CCC(=O)NNC(=O)c2ccccc2OC)C1=O
14. CCOC(=O)CC1C(=O)NCCN1C(=O)c1c(Cl)cccc1Cl (stereo not given)
15. CCCCn1c(Cc2ccccc2)nnc1SCC(=O)N1CCOCC1

assay / entry,11,12,13,14,15
VHR inh abs,44,8,21,14,4
SARS 3CLpro inh,0,-1,14*,-1,1
MazEF act,7,-3,-8,7,1
Anthrax LF inh2,-3,-4,-2,-14,0
PfHsp40 rescue,1.5,0.1,-1.1,0.7,0.7
Yp Topo-I inh,-5,1,14,3,0
Rv3671c protease,6,5,7,11,0
PriA SSB inh,-2,6,-9,1,1
TcdB inh,·,0.5,1.0,0.3,·
Vc quorum ag,i,-0.6,-0.2,i,-2.5

16. Cc1ccc(OCC(=O)NNC(=O)c2ccc(NC(=O)C3CC3)cc2)c(C)c1
17. Nc1c(NCCN2CCOCC2)c2ccccc2oc1=O
18. CC(Sc1nnc(-c2ccco2)n1C)C(=O)N1C(C)CCCC1C (stereo not given)
19. O=C(Cn1c(C(F)(F)F)nc2ccccc21)OCC(=O)c1c[nH]c2ccccc12
20. O=C(NCc1ccccc1)c1ccc(Cl)cc1

assay / entry,16,17,18,19,20
VHR inh abs,2,18,32,-9,14
SARS 3CLpro inh,-4,-4,-2,6,-7
MazEF act,1,-3,8,4,-4
Anthrax LF inh2,-2,-5,2,20,·
PfHsp40 rescue,-0.6,-1.8,-0.3,0.5,·
Yp Topo-I inh,-4,-2,4,-6,·
Rv3671c protease,-5,-12,-3,3,-1
PriA SSB inh,-3,-7,6,2,-9
TcdB inh,1.4,·,-1.9,·,1.6
Vc quorum ag,i,-0.5,-0.2,-0.2,·

21. CCOC(=O)c1ccc(NC(=S)Nc2cccc(C)n2)cc1
22. COc1cccc(N=C(N)N=C(N)N)c1
23. c1ccc(-c2noc(CCC3CCCC3)n2)cc1
24. O=C(CN1CCOCC1)Nc1ncc(Cc2cccc(Cl)c2Cl)s1
25. O=C(O)C1=C[C@@H](c2ccc(C(F)(F)F)cc2)C[C@@H](OCCCCO)O1

assay / entry,21,22,23,24,25
VHR inh abs,-1,1,15,5,·
SARS 3CLpro inh,-3,2,0,1,·
MazEF act,-6,1,-7,7,2
Anthrax LF inh2,1,-13,4,-2,-6
PfHsp40 rescue,-0.3,-1.7,0.1,1.4,-0.2
Yp Topo-I inh,7,-2,-1,34,11
Rv3671c protease,-5,-2,7,4,14
PriA SSB inh,-5,-2,-70,-5,-3
TcdB inh,·,0.5,1.0,2.3,-1.2
Vc quorum ag,-0.3,-0.6,-0.5,·,i

26. O=C(NCc1cccnc1)c1cccc(S(=O)(=O)N2CCCCC2)c1
27. COc1cccc(NC(=S)N(CCCN2CCCC(C)C2)Cc2cccs2)c1 (stereo not given)
28. CSc1ccc(/C=N/NC(=O)CN2CCN(Cc3ccccc3)CC2)cc1
29. O=C(NC1CCCC1)C(c1ccco1)N(C(=O)c1csnn1)c1ccccc1 (stereo not given)
30. CCNC(=O)N1c2ccc(OC)cc2C(C)=CC1(C)C

assay / entry,26,27,28,29,30
VHR inh abs,14,18,22,1,25
SARS 3CLpro inh,2,2,-5,0,8
MazEF act,10,7,2,-2,-12
Anthrax LF inh2,0,-2,0,6,-2
PfHsp40 rescue,0.8,-0.1,0.2,4.1,-1.1
Yp Topo-I inh,3,-4,20,8,2
Rv3671c protease,-4,7,-12,4,-10
PriA SSB inh,-8,5,·,-8,4
TcdB inh,·,4.6,0.2,0.9,·
Vc quorum ag,-1.7,i,-0.7,i,-4.2

31. Cc1ccc(Cn2ncc3c(NCCCN4CCOCC4)ncnc32)cc1
32. COc1ccc(CNC(=O)CN(Cc2ccc(F)cc2)C(=O)c2csnn2)cc1
33. COc1cccc(NC(=O)c2ccc(CN3CCc4ccccc4C3)cc2)c1
34. O=CN1CCN(S(=O)(=O)c2ccc(S(=O)(=O)NC3CCCCC3)cc2)CC1
35. Cc1nnc(NC(=O)CSCc2c(C)noc2C)s1

assay / entry,31,32,33,34,35
VHR inh abs,-9,12,-23,10,·
SARS 3CLpro inh,0,1,0,-3,·
MazEF act,3,-1,-2,0,-18
Anthrax LF inh2,-2,-8,·,2,-4
PfHsp40 rescue,-0.1,1.1,2.3,0.5,0.3
Yp Topo-I inh,-8,-15,0,5,-3
Rv3671c protease,0,-1,2,9,-4
PriA SSB inh,2,-6,-5,2,-20
TcdB inh,·,-0.3,-0.1,0.7,1.3
Vc quorum ag,·,-0.1,-1.3,1.1,-5.0

Part of the list above in order of formula weight, low to high.
35. Cc1nnc(NC(=O)CSCc2c(C)noc2C)s1
26. O=C(NCc1cccnc1)c1cccc(S(=O)(=O)N2CCCCC2)c1
25. O=C(O)C1=C[C@@H](c2ccc(C(F)(F)F)cc2)C[C@@H](OCCCCO)O1
31. Cc1ccc(Cn2ncc3c(NCCCN4CCOCC4)ncnc32)cc1
33. COc1cccc(NC(=O)c2ccc(CN3CCc4ccccc4C3)cc2)c1
28. CSc1ccc(/C=N/NC(=O)CN2CCN(Cc3ccccc3)CC2)cc1
34. O=CN1CCN(S(=O)(=O)c2ccc(S(=O)(=O)NC3CCCCC3)cc2)CC1

assay / entry,35,26,25,31,33,28,34
VHR inh abs,·,14,·,-9,-23,22,10
SARS 3CLpro inh,·,2,·,0,0,-5,-3
MazEF act,-18,10,2,3,-2,2,0
Anthrax LF inh2,-4,0,-6,-2,·,0,2
PfHsp40 rescue,0.3,0.8,-0.2,-0.1,2.3,0.2,0.5
Yp Topo-I inh,-3,3,11,-8,0,20,5
Rv3671c protease,-4,-4,14,0,2,-12,9
PriA SSB inh,-20,-8,-3,2,-5,·,2
TcdB inh,1.3,·,-1.2,·,-0.1,0.2,0.7
Vc quorum ag,-5.0,-1.7,i,·,-1.3,-0.7,1.1

27. COc1cccc(NC(=S)N(CCCN2CCCC(C)C2)Cc2cccs2)c1 (stereo not given)

assay / entry,27
VHR inh abs,18
SARS 3CLpro inh,2
MazEF act,7
Anthrax LF inh2,-2
PfHsp40 rescue,-0.1
Yp Topo-I inh,-4
Rv3671c protease,7
PriA SSB inh,5
TcdB inh,4.6
Vc quorum ag,i

The list goes on.
36. CC1CN=C(NCc2ccc(F)cc2)S1 (stereo not given)
37. O=C(NN1C(=O)/C(=C\c2cccnc2)SC1=S)C(c1ccccc1)c1ccccc1
38. Cc1cc(C(=O)NNc2ccccc2F)no1
39. COc1cccc(C2=NO[C@@H]3C(=O)N(c4ccc5c(c4)OCCO5)C(=O)[C@H]23)c1OC
40. CS(=O)(=O)Nc1cccc(C(=O)CC2(O)C(=O)Nc3ccccc32)c1 (stereo not given)

assay / entry,36,37,38,39,40
VHR inh abs,6,5,5,2,21
SARS 3CLpro inh,0,3,0,5,1
MazEF act,2,5,5,-6,-1
Anthrax LF inh2,-3,2,·,0,-9
PfHsp40 rescue,-0.4,-2.0,-0.4,0.5,-0.6
Yp Topo-I inh,-2,-2,0,-5,-6
Rv3671c protease,-8,-8,3,5,6
PriA SSB inh,-8,-4,6,-8,-5
TcdB inh,0.4,-0.4,-17,·,·
Vc quorum ag,-0.3,-0.2,i,-5.6,i

41. CCN1C(=O)/C(=C/C=C2/Sc3ccc4ccccc4c3N2CCO)SC1=S
42. O=C1C(=Cc2ccccc2[N+](=O)[O-])Cc2ccccc21
43. COC(=O)[C@@]12CCCCN1[C@H](c1ccc(-c3ccc(Cl)c(Cl)c3)c(OC)c1)[C@@H]1C(=O)N(C)C(=O)[C@@H]12
44. CSc1ccccc1C(=O)NC1CCCN(c2ccc(C(F)(F)F)cn2)C1 (stereo not given)
45. O=C(COC(=O)C1CCN(S(=O)(=O)c2ccccc2)CC1)NCCc1ccccc1

assay / entry,41,42,43,44,45
VHR inh abs,0,·,·,-2,·
SARS 3CLpro inh,-1,·,·,-3,·
MazEF act,9,-3,-12,2,5
Anthrax LF inh2,52*,5,3,-2,-4
PfHsp40 rescue,-0.2,·,-0.5,1.1,1.7
Yp Topo-I inh,-1,-3,0,9,29
Rv3671c protease,-59,·,·,0,4
PriA SSB inh,11,·,-19,-4,-2
TcdB inh,0.1,1.2,·,1.6,-0.3
Vc quorum ag,-0.2,i,-5.0,-0.2,i

46. COc1ccccc1CN(C)C(=O)c1cccc(S(=O)(=O)N2CCN(Cc3ccccc3)CC2)c1
47. Cc1ccccc1-n1c(=O)/c(=C\c2ccco2)s/c1=C(/C#N)C(=O)Nc1ccccc1
48. Cc1cc(C)cc(NC(=O)Nc2ccccc2N2CCCCC2)c1
49. CCOC(=O)c1c(NC(=O)CSC(=S)N(C)C)sc(C)c1C
50. O=c1c2cc(Br)ccc2nc(-c2cccc(C(F)(F)F)c2)n1O

assay / entry,46,47,48,49,50
VHR inh abs,·,23,-3,-14,19
SARS 3CLpro inh,·,-2,-1,1,-1
MazEF act,2,8,2,-5,-1
Anthrax LF inh2,·,4,2,1,-1
PfHsp40 rescue,1.6,0.3,-1.1,-1.6,5.3
Yp Topo-I inh,44,-1,0,6,2
Rv3671c protease,2,-8,6,-9,6
PriA SSB inh,-7,·,-8,-4,2
TcdB inh,0.0,·,1.9,1.4,·
Vc quorum ag,i,i,-0.3,-2.2,18*

51. CC1CCCN(S(=O)(=O)c2ccc3c(c2)c(=O)nc2ccc(Cl)cn23)C1 (stereo not given)
52. Cn1c(=O)oc2cc(S(=O)(=O)NCc3ccco3)ccc21
53. O=S(=O)(/N=C(/Nc1ccccc1)C(F)(F)F)c1ccccc1
54. CCN1CCCC1CNC(=O)CS(=O)(=O)Cc1nc(-c2ccccc2C)oc1C (stereo not given)
55. CCn1nc(C)c(CN2CCC(C(=O)Nc3cccc(-c4cccc(Cl)c4)c3)CC2)c1C

assay / entry,51,52,53,54,55
VHR inh abs,17,4,3,-10,6
SARS 3CLpro inh,-2,-2,3,-4,-1
MazEF act,22,6,0,6,-2
Anthrax LF inh2,0,-1,-2,-7,-1
PfHsp40 rescue,-1.3,-1.3,-0.3,0.8,0.2
Yp Topo-I inh,9,1,-3,5,-11
Rv3671c protease,8,2,4,7,4
PriA SSB inh,-7,5,·,1,-9
TcdB inh,0.1,2.1,·,0.2,1.3
Vc quorum ag,-5.9,-1.6,i,-0.2,i

Some of the compounds tested; rates above refer to the full screens.
